Compound activity deposited in PubChem by National Center for Advancing Translational Sciences (NCATS).
KDM5B inhibitor = blocks human KDM5B histone demethylase activity; KDM5B demethylase, FDH-coupled NADH fluorescence (FDH is formaldehyde dehydrogenase); AID 1347165; Potency, µM (series often up to 57.7 µM), for the others: top-dose activity change, negative = inhibition, usual class: inhibitors; 220,000 tested, 2.6% active; Q9UGL1; active = well fitted inhibition curve with a large enough effect; inconclusive = small, poorly fitted or top-dose-only effect; inactive = no such curve, though single readings can be large or run the other way; also: 0% is about no effect; nearly all actives have a fitted effect of over 70% in size
Target sequence (Q9UGL1 whole entry, looked up): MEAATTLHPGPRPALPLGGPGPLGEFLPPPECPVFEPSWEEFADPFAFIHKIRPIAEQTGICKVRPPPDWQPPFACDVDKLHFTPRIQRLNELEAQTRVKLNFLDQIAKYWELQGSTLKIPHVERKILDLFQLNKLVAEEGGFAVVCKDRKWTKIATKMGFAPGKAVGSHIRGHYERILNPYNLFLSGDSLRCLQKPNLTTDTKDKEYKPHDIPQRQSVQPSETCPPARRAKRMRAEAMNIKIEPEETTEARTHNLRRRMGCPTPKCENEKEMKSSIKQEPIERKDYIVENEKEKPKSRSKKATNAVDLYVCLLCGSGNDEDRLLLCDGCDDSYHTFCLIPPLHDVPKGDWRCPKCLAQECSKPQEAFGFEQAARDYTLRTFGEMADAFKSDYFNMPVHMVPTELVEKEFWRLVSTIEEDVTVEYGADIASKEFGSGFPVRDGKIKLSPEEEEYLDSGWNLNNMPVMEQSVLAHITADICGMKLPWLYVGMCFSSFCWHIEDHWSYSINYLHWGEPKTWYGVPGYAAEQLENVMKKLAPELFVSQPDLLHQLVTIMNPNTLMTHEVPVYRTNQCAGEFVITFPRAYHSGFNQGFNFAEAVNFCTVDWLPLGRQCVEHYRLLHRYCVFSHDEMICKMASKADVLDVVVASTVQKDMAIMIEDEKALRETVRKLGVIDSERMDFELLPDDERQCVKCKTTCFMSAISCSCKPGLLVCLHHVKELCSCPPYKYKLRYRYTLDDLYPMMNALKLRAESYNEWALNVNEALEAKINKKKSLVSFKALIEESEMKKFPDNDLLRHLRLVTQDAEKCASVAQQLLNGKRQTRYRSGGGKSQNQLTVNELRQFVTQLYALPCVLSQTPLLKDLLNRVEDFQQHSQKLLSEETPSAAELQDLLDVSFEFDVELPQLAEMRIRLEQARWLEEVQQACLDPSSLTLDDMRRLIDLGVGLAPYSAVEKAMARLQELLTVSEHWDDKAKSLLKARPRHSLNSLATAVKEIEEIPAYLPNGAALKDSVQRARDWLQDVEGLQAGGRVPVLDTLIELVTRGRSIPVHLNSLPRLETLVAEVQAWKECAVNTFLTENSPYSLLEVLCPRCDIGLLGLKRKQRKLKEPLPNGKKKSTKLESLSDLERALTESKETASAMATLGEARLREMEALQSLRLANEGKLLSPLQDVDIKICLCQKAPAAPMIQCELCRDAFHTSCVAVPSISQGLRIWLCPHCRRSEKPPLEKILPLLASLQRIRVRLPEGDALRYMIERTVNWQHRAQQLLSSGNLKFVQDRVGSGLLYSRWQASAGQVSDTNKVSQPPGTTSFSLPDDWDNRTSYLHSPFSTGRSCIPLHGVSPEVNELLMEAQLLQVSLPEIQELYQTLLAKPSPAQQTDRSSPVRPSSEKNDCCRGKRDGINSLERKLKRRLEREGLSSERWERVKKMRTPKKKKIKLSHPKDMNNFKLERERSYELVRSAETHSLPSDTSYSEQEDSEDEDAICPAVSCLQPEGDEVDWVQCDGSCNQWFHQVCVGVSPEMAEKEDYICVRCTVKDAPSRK
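Coupled FDH/NAD⁺ fluorescence readout. KDM5BΔAP 200 nM final; compound titration, 10 min RT preincubation; substrate mix 12.5 µM H3K4me3, 25 µM 2-OG, 50 µM Fe(II), 100 µM ascorbate, 0.25 mM NAD⁺, 0.25 U/mL FDH; ΔRFU over 30 min.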
* = called active by the depositor; i = inactive; ? = inconclusive; & = joins results of further samples; [ ] = dose if it differs, or a comment. Potency is read from the fitted curve at half-maximal effect. These rows are one share of the data. The share of hits here may be higher or lower than overall.

structure,KDM5B inhibitor
CCn1cc(S(=O)(=O)N(C)C2CCc3nn(C)c(=O)n3CC2)cn1 (stereo not drawn),-14.8%
O=C(CCCc1c[nH]c2ccccc12)N1CCc2nc3cc[nH]n3c(=O)c2C1,-9.4%
CO[C@H]1[C@H](NC(=O)c2ccc(=O)n(C)n2)c2ccccc2C12CCNCC2,-11.7%
CC1CCN(CC2CCCN(C(=O)COc3ccc(F)cc3)CC2)CC1 (stereo not drawn),-1.0%
COCCOCc1nc(C2CCCN2S(=O)(=O)Cc2ccccc2F)no1 (stereo not drawn),-17.2%
O=C(NC1CC1)c1ccc(CC2CCN(C(=O)C3CCOC3)CC2)cc1 (stereo not drawn),6.3%
CCOc1ccc(CNC(=O)C2=Cc3cccc(OC)c3OC2)cc1,3.1%
Cc1oc(-c2ccccc2Cl)nc1CSc1nc2ccncc2[nH]1,-10.2%
CCNC(=O)[C@@H]1C[C@H](NC(=O)c2cccc(-c3ccc(F)cc3)c2)CN1C,?
Cn1ncc(N2CCOC(CCNc3nc4ccccc4s3)C2)cc1=O (stereo not drawn),39.3%
Cc1cccc(NC(=O)Cn2cnnc2C#N)c1C,-0.8%
Cc1cc(C)nc(NS(=O)(=O)c2ccc(NC(=O)COc3ccc(C(C)(C)C)cc3)cc2)n1,?
CSCCC(NC(=O)C1CCCCC1)c1nc2ccccc2[nH]1 (stereo not drawn),13.1%
N#Cc1ccc(CN2CCCC(c3nccn3Cc3ccccc3)C2)cc1 (stereo not drawn),?
O=C(O)c1ccc(C2CCCN(C(=O)c3cccc(N4CCOCC4)c3)C2)cc1 (stereo not drawn),-15.5%
CC(C)c1ccc(NC(=O)/C(C#N)=C/c2ccncc2)cc1,?
OCC1(CCOc2ccccc2)CCN(c2nnnn2-c2ccccc2)CC1,28.8%
Cc1ccc(/C=C/C(=O)c2cc(Cl)ccc2O)cc1,-13.8%
COc1cc(OC)cc(C(=O)N2CCC(C(=O)c3ccc4c(c3)OCCO4)CC2)c1,0.1%
CCc1cc(=O)oc2c3c(cc(OCC(=O)NCCC(=O)O)c12)OC(C)(C)CC3,i
O=C1NCCCCCN(C(=O)c2ccoc2)[C@@H]2C[C@@H](C(=O)N3CCc4ccccc4C3)C[C@H]12,-10.8%
Cc1c(NC(=O)c2csc3c2CCCC3)c(=O)n(-c2ccccc2)n1C,22.7%
CC[C@H]1COCCN1C(=O)c1csc(Cc2ccccc2)n1,9.8%
C=CCNC(=O)c1cccc(C(=O)OC)c1,9.7%
Cc1cc(C)cc(NC(=O)CN2CCN(C(=O)C3CCCO3)CC2)c1 (stereo not drawn),20.0%
Cn1cc(C(=O)N2CCCCCCn3c(nnc3-c3ccc(F)cc3)CC2)cn1,-22.4%
COC(=O)c1nc(NC(=O)c2ccc(Cl)cc2Cl)n[nH]1,4.6%
CNS(=O)(=O)c1cccc(C(=O)N2CCCC2c2ccco2)c1 (stereo not drawn),-39.9%
O=[N+]([O-])c1cccc(N/N=C/c2ccc(Br)cc2)c1,-2.9%
CCOC(=O)C1CCN(c2ncnc3c2c(-c2ccccc2)cn3-c2cccc(C)c2)CC1,?
CC(=O)Nc1ccc(-c2csc(Nc3ccccc3)n2)cc1,-10.9%
CC1CCCCN1CCCNC(=O)Cn1ncc2c([nH]c3ccccc32)c1=O (stereo not drawn),?
O=C(NCCN1CCNC1=O)c1cnc2n1CCN(Cc1cccnc1)CC2,4.4%[86.2 µM]
O=C(Nc1ccccc1)Nc1sccc1-c1nc2ccccc2s1,10.3%
CC(C)CCNC(=O)Cn1c(-c2cccs2)cc2cc(F)ccc21,?
CC(NC(=O)c1ccc2ccccc2n1)c1ccc(Cl)cc1 (stereo not drawn),-18.1%
CC(C)(C)c1ccc(C(=O)N2CCC(C(=O)NC3CC3)CC2)cc1,19.0%
CN(Cc1ccc(F)cc1)C(=O)NC1CCCC(C(F)(F)F)C1 (stereo not drawn),3.0%
C#CCSc1nnnn1-c1cccc(Cl)c1,31.3%
O=C(Nc1ccc2oc(C3CC3)nc2c1)c1n[nH]c(=O)c2ccccc12,16.3%
CCOc1ccc(N(Cc2cc3cc(C)ccc3[nH]c2=O)S(C)(=O)=O)cc1,14.0%
COc1ccc(S(=O)(=O)NCC2CCC(C(=O)N[C@@H](C)C(=O)NCc3ccco3)CC2)cc1 (stereo partly drawn),6.5%
O=C(Nc1ccc2nc(SCc3cccc4ccccc34)sc2c1)c1ccc(Cl)cc1,9.1%
Cc1ccc(F)c(OC2(C(=O)O)CCN(Cc3cccc(C)n3)CC2)c1,8.1%
Cc1cc(C)c(C)c(S(=O)(=O)N2CCN(C(C)c3nc4ccccc4c(=O)[nH]3)CC2)c1C (stereo not drawn),-7.6%
O=C(NC(c1ccccc1)c1ccccc1)c1cccs1,-7.2%
N#Cc1ncn(CCC(=O)Nc2ccc(Cl)cc2F)n1,13.7%
C(=N\Nc1nc2ccccc2[nH]1)/c1cccc2nccnc12,-6.2%
Cc1ccc(-c2cc(N3CCCN(C(=O)c4sccc4C)CC3)n[nH]2)cc1C,?
Cc1ccc(O)c(C(=O)N(C)Cc2c(F)cccc2Cl)c1,14.4%
COc1cccc(NC(=O)NC2CCN(c3nc(C)cc(C)n3)CC2)c1,9.5%
CCCOc1ccc(NC(=O)C(=O)c2c(C)[nH]c3ccccc23)cc1,?
O=C(CCC[C@H]1NC[C@@H]2CC1CN(Cc1ccccc1)C2)N1CCCCC1,-12.7%
COc1ccc(-c2ccc(C#N)c(SCC(=O)NCCc3ccccc3)n2)cc1,-29.3%
Cc1cnc(CC2CCN(C(=O)C3COc4ccccc4O3)CC2)n1Cc1ccc(F)cc1 (stereo not drawn),4.9%
CN(C)c1nc2c(c(=O)[nH]1)CCN(Cc1ccc(F)c(F)c1)CC2,-26.6%
Cc1cc(C)n(-c2nc3ccccc3nc2Nc2ccccc2Cl)n1,14.8%
COc1ccc(C(=O)N2CCCOCCNC(=O)[C@@H]3CCCC[C@@H]32)c(OC)n1,25.0%
CCOC(=O)c1ccccc1NC(=O)Nc1nnc(N(C)C2CCCCC2)s1,16.7%
CN(C)c1ccc(C(CNC(=O)c2ccccc2Cl)N2CCCC2)cc1 (stereo not drawn),-26.3%

Reprinted at random: 2 entries already listed, in no set order.
structure,KDM5B inhibitor
CSCCC(NC(=O)C1CCCCC1)c1nc2ccccc2[nH]1 (stereo not drawn),13.1%
CC1CCCCN1CCCNC(=O)Cn1ncc2c([nH]c3ccccc32)c1=O (stereo not drawn),?

The list continues:
structure,KDM5B inhibitor
COc1ccc(-c2nc(-c3ccc(C)cc3C)cs2)cc1OC,?
CCc1noc(-c2cn(C3CCN(C(=O)c4ccoc4)C3)nn2)n1 (stereo not drawn),29.1%
CCOC(=O)C(NC(=O)/C=C/c1ccc2cc(OC)ccc2c1)C(=O)OCC,?
CC(NCc1cccc(C#N)c1)c1ccc(Cl)c(Cl)c1 (stereo not drawn),-11.8%
Cc1ccc(-c2cc(C(=O)N3CCOCC3)c3ccccc3n2)c(C)c1,?
O=C(NCc1ccc(Cl)nc1)c1cn2c(n1)CN([S+](=O)([O-])c1cccc(C(F)(F)F)c1)CC2,10.0%[115 µM]
CSc1ccccc1C(=O)NC(C)c1ccc(Br)cc1 (stereo not drawn),-14.8%
CS(=O)(=O)N1CCN(C(=O)CNc2cc(Cl)ccc2F)CC1,8.8%
Cc1ccc(CCNC(=O)CN2CC3CC(C2)[C@H]2CCCC(=O)N2C3)cc1 (stereo partly drawn),9.7%
COc1ccc2c(C)c(CCC(=O)Nc3ccc(OC)c(OC)c3)c(=O)oc2c1,-8.3%
COc1ccc(NS(=O)(=O)c2ccc3ccccc3c2)c2ncccc12,?
CCOC(=O)c1ccc(NC(=O)Cn2c(-c3cnccn3)nc(C)c(CCO)c2=O)cc1,6.3%
COc1ccc(OC)c(C(=O)Oc2cc(Cl)ccc2Cl)c1,-10.5%
CN(C)CCCn1c(-c2ccc(Cl)cc2)csc1=Nc1ccccc1,-18.1%
Cc1ccc(CNC(=O)Cc2cn(C)c3ccccc23)cc1,31.0%[activator]
Cn1cnc(S(=O)(=O)N2CC(F)(F)C[C@H]2c2nc(C3CC3)no2)c1,4.6%
CC(c1cccs1)N(C)C(=O)Nc1ccc(Cl)cc1 (stereo not drawn),-6.8%[86.2 µM]
COCCNC(=O)c1ccc2c(c1)N=C(C)c1cc(C)ccc1S2,35.8%&4.4%[activator]
COC(=O)[C@]12C[C@H](CC(=O)NCc3ccccc3)C(=O)N(Cc3ccccc3)C1=C[C@H](COCc1ccccc1)O[C@@H]2C,-11.5%
CN(Cc1nccn1C)Cc1cnc(S(=O)(=O)CC2CC2)n1CC1CCCCC1,-10.3%
CCCC(=O)NCC1(N(C)C)CCCCC1,?
COCCOc1ccc(C(=O)N[C@@H]2CN(C3CCN(C)CC3)CCC[C@H]2O)cc1,?
C=CC[N+]1(CC2C(C)C=C(C)CC2C)CCCCC1 (stereo not drawn),11.7%
O=C(NC1CCCN(c2cc(-c3ccccc3)[nH]n2)C1)c1cc(Cl)ccc1F (stereo not drawn),-2.0%
CN(C)CCN(C)C(=O)c1ccc(-c2ncc3cnc(-c4cccc(F)c4)cn23)cc1,39.8µM*
O=C(COc1ccc(F)cc1)N1CCC(Oc2ncccc2C(=O)N2CCCCC2)C1 (stereo not drawn),17.7%
O=C(NCCc1ccccc1)c1nc(-c2cccc3[nH]ccc23)no1,-12.8%
CCOCCOC1CCN(C(=O)NCc2ccc(C)cc2)CC1,-19.3%
CCOc1ccc(-n2nnc3c(=O)n(CC(=O)Nc4cc(C)on4)cnc32)cc1,30.9%
COc1ccccc1NC(=O)N1CCC2(CC1)SCC(=O)N2Cc1ccco1,?

(cont.)
| Structure | KDM5B inhibitor |
| --- | --- |
| O=C(c1ccco1)N1CCOc2ccc(CN3CCc4ccccc4C3)cc2C1 | -20.6% |
| CN[C@@H](CC(C)C)c1nc(-c2cccnn2)no1 | -3.6% |
| O=C(O)COc1ccc(-c2nccc3c2C(=O)N(Cc2c[nH]c4ccccc24)CC(COc2cccc(N4CCOCC4)c2)O3)cc1 (stereo not drawn) | -11.4% |
| CCCCN(CC(=O)NC1CC1)S(=O)(=O)c1ccc(OCC)cc1 | 15.4% |
| O=C(OCC1(COC(=O)c2ccccc2)CCC(COC(=O)c2ccccc2)(COC(=O)c2ccccc2)C1=O)c1ccccc1 | 10.3% |
| COc1cccc(CN(C)C(=O)CSc2nc(-c3cccs3)nc3ccccc23)c1OC | ? |
| CCn1cc(C(=O)N2CCCC(C(=O)Nc3cccc(-c4cc5ccccc5[nH]4)c3)C2)cn1 (stereo not drawn) | 28.2µM* |
| CCC(CC)NC(=O)COc1ncnc2ccccc12 | 13.6% |
| COc1ccc(C)cc1NC(=O)C(=O)c1c[nH]c2ccccc12 | 6.6% |
| CC(C)CCN1CC2(CCN(C(=O)C3CC34CCCC4)CC2)OC1=O (stereo not drawn) | -1.9% |
| CC(=O)c1cccc(NC(=O)c2sc(-n3nc(C)c(CCC(C)C)c3C)nc2C)c1 | -29.8% |
| CC(C)(C)C(N)CN (stereo not drawn) | -17.0% |
| O=C(N/C(=C\c1ccccc1)C(=O)N1CCOCC1)c1ccccc1Cl | -3.1% |
| COCCCNC(=O)COc1ccc2c(-c3ccccc3)cc(=O)oc2c1 | -1.5% |
| CN(Cc1ccccc1)Cc1cc(C[C@H]2CNCC[C@H]2CC(=O)N2CCOCC2)no1 | -33.2%[86.2 µM] |
| COc1ccc(C(=O)N2CCOCC3(C2)CN(c2ccccc2)C3)cc1OC | -6.8%[86.2 µM] |

As entered above.
COc1ccc(C(=O)N2CCOCC3(C2)CN(c2ccccc2)C3)cc1OC in KDM5B inhibitor reads -6.8%[86.2 µM]
CC(C)CCN1CC2(CCN(C(=O)C3CC34CCCC4)CC2)OC1=O (stereo not drawn) in KDM5B inhibitor reads -1.9%
CN(Cc1ccccc1)Cc1cc(C[C@H]2CNCC[C@H]2CC(=O)N2CCOCC2)no1 in KDM5B inhibitor reads -33.2%[86.2 µM]
COc1ccc(C)cc1NC(=O)C(=O)c1c[nH]c2ccccc12 in KDM5B inhibitor reads 6.6%
O=C(N/C(=C\c1ccccc1)C(=O)N1CCOCC1)c1ccccc1Cl in KDM5B inhibitor reads -3.1%
CC(=O)c1cccc(NC(=O)c2sc(-n3nc(C)c(CCC(C)C)c3C)nc2C)c1 in KDM5B inhibitor reads -29.8%

Continuation:
| Structure | KDM5B inhibitor |
| --- | --- |
| CC(=O)CC(C)=Nc1ccc(Br)cc1 | 8.0% |
| Cc1ccccc1CCNC(=O)Cc1nn(C)c(=O)c2ccccc12 | 7.8% |
| O=C(NCCCN1CCN(c2cccc(Cl)c2)CC1)Nc1ccccc1C(F)(F)F | -11.7% |
| Cc1cc(O)c(CN2CCN(c3ccc(F)cc3)CC2)c2oc(=O)cc(C)c12 | 64.8%[activator] |
| Cc1ccc(NC2c3ccccc3-c3ccccc32)cc1 | ? |
| O=C(c1[nH]ncc1Cl)N1CCCC(CCc2c(F)cccc2F)C1 (stereo not drawn) | -7.7% |
| CCC(C)n1c(=N)c(C(=O)NC2CCCCC2)cc2c(=O)n3cc(C)ccc3nc21 (stereo not drawn) | ? |
| O=C(O)CN1c2cccc3cccc(c23)S1(=O)=O | ? |
| N#CC1=C2SCN(C3CCCCC3)CN2C(=O)CC1c1c(F)cccc1Cl (stereo not drawn) | ? |
| Oc1ccc(/C=N/Nc2ccnc3cc(Cl)ccc23)c(O)c1 | 20.4% |
| O=C(CCc1ncc(-c2ccc(F)cc2)o1)NCc1ccc2c(c1)OCO2 | -0.3% |
| CCOc1ccccc1-c1noc(-c2nnn3c2COC(c2cccc(OC)c2)C3)n1 (stereo not drawn) | -18.8% |
| COc1ccc(CN2C[C@H](O)C[C@H]2c2nc(-c3cccc(C)c3)no2)c2ccccc12 | 22.4µM* |
| CCOc1ccccc1NC(=O)C1CCN(S(=O)(=O)c2ccccc2)CC1 | 4.5% |
| COc1cccc(Nc2nc(-c3ccc4c(c3)CC(C)N4S(C)(=O)=O)cs2)c1 (stereo not drawn) | 11.7% |
